# Bioassay records from PubChem.
# T cell HTS – modulators of CD8 T cell-vesicle binding, primary screen, mouse 2C CD8+ T cells, flow cytometry | 330,000 compounds, 0.068% hits | 2C CD8+ T cell-vesicle binding; stronger effect = lower value | calls only at 7 µM;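 active means response, share of CD8 T cells binding vesicles, and their 90th percentile fluorescence all below set limits, cut at about 80% in these data, passing the limit was not always enough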
#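 Test system: purified 2C TCR transgenic mouse naive CD8+ T cells. Probe or stimulus: QL9-peptide-loaded Drosophila micro-vesicles bearing Ld, ICAM-1 and B7-1. Incubation: binding step 1.5 h, 37 °C, antibody labelling 20 min, ice. Measured by: flow cytometry of vesicle-bound cells.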
# T cell HTS vesicle-bound % – also measured in T cell HTS; calls as there; double positive events, %; measured here: CD8+ vesicle-bound cell fraction;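 binding gate set so that unloaded-vesicle control wells show 10% double positive cells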
# Starred values were filed as active, the others as inactive; i = inactive.
# A first look (two entries):
SMILES,T cell HTS,T cell HTS vesicle-bound %
C=CC[C@H](CC(=O)NCCO)C(=O)NC[C@@H](OC(=O)[C@@H](CC=C)Cc1ccc(F)cc1)c1ccccc1,i,8
COc1ccccc1CNC(=O)c1cc(S(=O)(=O)N2CCOCC2)cn1C,i,57

# All compounds of this part, from the first entry:
SMILES,T cell HTS,T cell HTS vesicle-bound %
C=CC[C@H](CC(=O)NCCO)C(=O)NC[C@@H](OC(=O)[C@@H](CC=C)Cc1ccc(F)cc1)c1ccccc1,i,8
COc1ccccc1CNC(=O)c1cc(S(=O)(=O)N2CCOCC2)cn1C,i,57
COC(=O)c1ccc(N2CCN(CCNC(=O)Nc3ccc(OC)cc3)CC2)cc1,i,64
Cn1cc(S(=O)(=O)N2CCCC2)cc1C(=O)NCc1ccc(Cl)cc1,i,28
C/C(=N\NC(=O)c1ccc(Cl)cc1)c1ccccn1,i,53
CC(C)C(C(=O)NCC1CCCO1)N(C(=O)CNS(=O)(=O)c1ccccc1)c1ccc(F)cc1 (stereo unspecified),i,19
CCN(CC)C(=O)COC(=O)C1=NN(c2cc(C)ccc2C)C(=O)CC1,i,27
COc1ccc(/C=C(\NC(=O)c2ccco2)C(=O)NC(Cc2ccccc2)C(=O)O)cc1 (stereo unspecified),i,20
N#C/C(=C\c1c[nH]c2ccccc12)C(=O)NC1CC1,i,57
Cc1ccc(CC(SCc2ccccc2)C(=O)O)cc1C (stereo unspecified),i,29
CC1(C)C(C=C(Cl)Cl)C1C(=O)NC(O)C(=O)c1ccccc1 (stereo unspecified),i,39
CC(=O)O[C@@]1(C)C[C@@H](O)[C@]2(O)C=CO[C@@H](O[C@@H]3O[C@H](CO)[C@@H](O)[C@H](O)[C@H]3O)[C@@H]21,i,38
CCCCOc1ccc(C(=O)N2CCN(c3ccc(N4CCOCC4)nn3)CC2)cc1,i,54
CCCn1c(SCC(=O)NC2CC2)nnc1-c1ccccn1,i,39
Cc1ccc(C23CCC(=O)N2C(C(=O)O)CS3)c(C)c1 (stereo unspecified),i,29
CCOc1ccccc1OC(C)C(=O)Nc1ccc(S(=O)(=O)N2CCCC2)cc1 (stereo unspecified),i,31
O=C(NCc1ccc(F)cc1)c1cccc2c1C(=O)c1ccc(N3CCC(Cc4ccccc4)CC3)cc1S2(=O)=O,i,10
COc1cccc(N(CC(=O)N2CCCC2)S(C)(=O)=O)c1,i,51
CCCOc1ccc(-c2c(C(=O)N/N=C/c3ccc(C)o3)nnn2-c2nonc2N)cc1,i,23
O=C(COc1ccc(Cl)cc1)NCCNC(=O)c1cnccn1,i,33
CC1(C)Cc2c(cnn2-c2ccccc2)C(NC(=O)CCN2CCCC2=O)C1 (stereo unspecified),i,27
COCCn1c(SCC(=O)Nc2ccc(F)cc2)nc2c([nH]c3ccccc32)c1=O,i,32
CCN(CC(=O)Nc1c(F)cccc1F)C(=O)CNC(=O)COc1ccccc1,i,43
Cc1ccc(NC(=O)CCN2C(=O)c3ccccc3C2=O)cc1,i,54
O=C(CCCc1ccccc1)NCCS(=O)(=O)N1CCN(c2ccccc2F)CC1,i,29
COc1ccc(NC(=O)N2CCCC(c3ccccc3)C2)cc1 (stereo unspecified),i,30
CC1CCCCN1CCCNC(=O)c1nn(C)c2c1CS(=O)(=O)c1ccccc1-2 (stereo unspecified),i,16
COc1ccc(-n2c(CN3CCOCC3)nc3ccc([N+](=O)[O-])cc3c2=O)c(OC)c1,i,34
CCc1cc2c(Nc3ccccc3O)nc(C)nc2s1,i,50
COc1c2n(C)ccc3c-2n(c(=O)c1=O)c1ccccc31,i,32

# Given tab-delimited: entries from further up.
structure	T cell HTS	T cell HTS vesicle-bound %
CC1CCCCN1CCCNC(=O)c1nn(C)c2c1CS(=O)(=O)c1ccccc1-2 (stereo unspecified)	i	16
COc1ccc(-n2c(CN3CCOCC3)nc3ccc([N+](=O)[O-])cc3c2=O)c(OC)c1	i	34
CCc1cc2c(Nc3ccccc3O)nc(C)nc2s1	i	50

# Further entries
SMILES,T cell HTS,T cell HTS vesicle-bound %
Cc1ccc(OCc2cc(C(=O)NCC(C)c3ccccc3)no2)cc1C (stereo unspecified),i,32
CC(=O)c1ccc(OCCCC(=O)Nc2cccc(S(=O)(=O)N3CCOCC3)c2)cc1,i,48
CSc1ccccc1NC(=O)CN1CCN(S(=O)(=O)c2ccccc2[N+](=O)[O-])CC1,i,30
Cc1ccc(CN(C)CC(=O)Nc2ccccc2C(=O)NC2CC2)o1,i,36
COc1ccc(C2C(C(=O)c3ccco3)=C(O)C(=O)N2CCCn2ccnc2)c(OC)c1 (stereo unspecified),i,24
O=C1c2ccccc2NC(c2ccccc2F)N1NS(=O)(=O)c1ccccc1 (stereo unspecified),i,24
CCOc1cc(C)ccc1OCc1nnc(SCC(=O)Nc2cccc(C(=O)O)c2)n1-c1ccccc1,i,47
COc1ccc(NC(=O)c2ccc(-c3ccc(C(C)=O)cc3)o2)cn1,i,41
CCCc1cc(=O)oc2cc(OCC(=O)NCCCN3CCOCC3)c(Cl)cc12,i,34
O=C(Nc1ccccc1-c1nc2ccccc2[nH]c1=O)c1cccs1,i,42
COc1ccccc1Oc1cn[nH]c1-c1ccc(OCC(=O)NN)cc1O,i,44
Cc1cccc(-c2c(NC(=O)c3ccco3)oc3c(C)cccc3c2=O)c1,i,47
COc1ccc(N2CCN(C(=O)C3CCCN3S(=O)(=O)c3cccc4nsnc34)CC2)cc1 (stereo unspecified),i,28
O=C(CN1CCCCC1)N/N=C/c1ccc(Cl)cc1,i,57
Cc1cccc(NS(=O)(=O)c2cc3c4c(c2)C(C)C(=O)N4CCC3)c1 (stereo unspecified),i,32
COc1cc(/C=N/NC(=O)c2cc(-c3ccccc3)nc3ccccc23)cc(OC)c1O,i,67
CN(Cc1nc2ccccc2c(=O)[nH]1)C(=O)c1cc(C2CC2)nn1-c1ccccc1,i,25
CCOC(=O)CN[C@H]1CCC2C3CC=C4C[C@@H](O)CC[C@]4(C)C3CC[C@@]21C (stereo partly specified),i,54
CCCN(C(=O)COC(=O)c1[nH]c(C)c(C(=O)OC)c1C)c1c(N)n(Cc2ccccc2)c(=O)[nH]c1=O,i,21
COc1ccccc1N1CCN(CC(C)N(C(=O)C2CCCCC2)c2ccccn2)CC1 (stereo unspecified),i,19
CCCc1cc(NCCN(C)C)n2c(nc3ccccc32)c1C#N,i,53
COn1c(=O)c(-c2ccc(C)cc2)[n+]([O-])c2ccccc21,i,49
O=C(Nc1cccc(C(F)(F)F)c1)C1CC(=O)N(CCc2ccccc2)C1 (stereo unspecified),i,38
CCCN1CCN(CC(=O)Nc2nncs2)CC1,i,50
CCOC(=O)C1CCN(C(=O)CCNS(=O)(=O)c2ccc(C)cc2)CC1,i,42
O=C(Nc1ccccc1F)N1CCC(NC(=O)C23CC4CC(CC(C4)C2)C3)CC1,i,14
NC(=O)c1ccc(Cn2c(C(=O)c3ccc(Cl)cc3)c3ccccc3[n+]2[O-])cc1,i,20
CN(CC(=O)Nc1ccc(F)cc1)CC(=O)N1CCCC1,i,26
O=C(COc1ccc(Br)cc1)NN1C(=O)c2ccccc2C1=O,i,20
COc1ccc(CC(=O)Oc2ccc(C(C)C)cc2)cc1S(=O)(=O)N1CCOCC1,i,44
CC(=O)c1sc(=S)n(Cc2ccccc2)c1C,i,48
CC(C)Oc1ccc(C(=O)N2CCN(C(=O)c3ccco3)CC2)cc1,i,64
CC(=O)Nc1ccc(S(=O)(=O)N(C#N)c2nc(C)cc(C)n2)cc1,i,62
COc1ccccc1C(=O)COC(=O)Cn1nc(C)c([N+](=O)[O-])c1C,i,51
COc1ccc(C(=O)NCCS(=O)(=O)N(C)C2CCCCC2)cc1,i,27
O=C(NC(=S)Nc1cccc(O)c1)c1cncc(Br)c1,i,31
CC(C)N1C(=O)C(=O)N(CC(=O)N(C)c2ccccc2)C1=O,i,4
O=C(/C=C/c1ccccc1)OCC(=O)N1CCN(c2ccccc2)CC1,i,29
Cc1ccc(NC(=O)c2oc3ccccc3c2C)nc1,i,14
CCOc1ccc(/C=N/N2C(C)CCCC2C)cc1 (stereo unspecified),i,20
COc1ccc(NC(=O)CN(C)CC(=O)N2CC(=O)Nc3ccccc32)cc1,i,36
Cc1ccc(NC(=O)c2cc(S(=O)(=O)N(C)C)ccc2N2CCCC2)cc1S(=O)(=O)N(C)C,i,20
O=C(CCC(=O)N/N=C/c1ccc(Br)o1)N/N=C/c1ccc(Br)o1,i,56
Cc1ccc(C)c(OCCC(=O)OCC(=O)Nc2cc(S(=O)(=O)N3CCCCC3)ccc2C)c1,i,12
COC(=O)[C@@H]1CCCN1C(=O)c1ccc(OC2CCN(Cc3ccccn3)CC2)cc1,i,34
COc1ccc(CN2C(=O)c3cccc4cccc2c34)cc1F,i,25
C[C@H](CO)N1C[C@H](C)[C@@H](CN(C)C)Oc2c(NC(=O)Cc3ccccc3)cccc2C1=O,i,8
O=C(COC(=O)c1n[nH]c2ccccc12)NCCc1ccc(Cl)cc1,i,34
Cn1c(=O)[nH]c(=O)c2c1nc(SCc1ccccc1Cl)n2CC(N)=O,i,35
COc1ccc(CCNC(=O)/C=C/c2ccco2)cc1,i,24
# Continuation:
SMILES,T cell HTS,T cell HTS vesicle-bound %
O=C(CCNS(=O)(=O)c1ccc(Br)cc1)NCc1ccc(F)cc1,i,19
CCc1c(C(=O)Nc2ccc(C)c(C)c2)[nH]c(C)c1C(C)=O,i,47
Cc1c(C(=O)OCC(=O)N2CCN(c3ccccc3)CC2)oc2ccccc12,i,46
COc1ccc(Nc2ncnc3sccc23)cc1,i,49
COc1ccc(C(=O)CC(=O)C(=O)Nc2ccc(C)c(C)c2)cc1,i,26
CNC(=O)c1c(NC(=O)C2=COCCO2)sc(C)c1C,i,48
Cc1ccc(C(=O)Nc2ccccc2C(=O)O)cc1S(=O)(=O)NC1CCCCC1,i,58
Cc1ccc(CNC(=O)CCC(=O)n2ncc3cc(C)ccc32)cc1,i,32
CC1CCCCN1C(=O)COC(=O)c1ccc2c(c1)C(=O)N(Cc1ccco1)C2=O (stereo unspecified),i,35
CC(C)NC(=O)COc1coc(CN2CCN(c3ccccc3F)CC2)cc1=O,i,25

# Shown with tabs: part of the list above.
smiles	T cell HTS	T cell HTS vesicle-bound %
Cc1ccc(C(=O)Nc2ccccc2C(=O)O)cc1S(=O)(=O)NC1CCCCC1	i	58
O=C(CCNS(=O)(=O)c1ccc(Br)cc1)NCc1ccc(F)cc1	i	19
CC1CCCCN1C(=O)COC(=O)c1ccc2c(c1)C(=O)N(Cc1ccco1)C2=O (stereo unspecified)	i	35
COc1ccc(Nc2ncnc3sccc23)cc1	i	49
Cc1ccc(CNC(=O)CCC(=O)n2ncc3cc(C)ccc32)cc1	i	32
CCc1c(C(=O)Nc2ccc(C)c(C)c2)[nH]c(C)c1C(C)=O	i	47

# Next entries follow.
SMILES,T cell HTS,T cell HTS vesicle-bound %
O=C(Nc1ccncc1)Nc1cccc(Cl)c1Cl,i,57
COc1ccc(N2CCN(CCN3C(=O)c4ccccc4C3=O)CC2)cc1,i,42
CN1CCN(C(=O)CN(C)S(=O)(=O)c2cc(Cl)ccc2Cl)CC1,i,22
CCN(CC(=O)Nc1ccc2c(c1)OCCO2)S(=O)(=O)c1ccccc1,i,9
O=C(COC(=O)c1c[nH]c2ccccc12)Nc1ccc(F)cc1,i,5
COc1ccccc1N1CCN(S(=O)(=O)c2cc3[nH]c(=O)c(=O)[nH]c3cc2C)CC1,i,9
Cn1c(N)c(C(=O)CSc2nnc3n2CCCCC3)c(=O)n(C)c1=O,i,52
Cc1ccccc1S(=O)(=O)N1[C@@H](c2cccc(Cl)c2)C(C(=O)O)=CC[C@H]1c1ccc(Cl)cc1,i,41
O=C(CSc1nccc(=O)[nH]1)Nc1ccc(N2CCOCC2)c(Cl)c1,i,32
Cc1cc(S(=O)(=O)NCc2ccccc2)ccc1OCC(=O)NCc1ccccn1,i,11
O=[N+]([O-])c1cccc(NC(=S)N2CCN(c3ccccn3)CC2)c1,i,20
CSCCC(NC(=O)COc1ccccc1)C(=O)NCCOc1ccc(C)cc1 (stereo unspecified),i,14
COc1cccc(OCC(=O)NCC2CCCO2)c1 (stereo unspecified),i,34
CC(=O)c1ccccc1C(=O)N1CCC(n2nccc2NC(=O)C2CC2)CC1,i,61
CCS(=O)(=O)N1CCC(C(=O)Oc2ccc(Cl)cc2)CC1,i,57
COc1ccc(NC(=O)CCc2nnc3ccc(NCc4ccco4)nn23)cc1,i,45
CCN(CC)Cc1c(C(=O)N/N=C/c2cccc3ccccc23)nnn1-c1nonc1N,i,24
O=C(Nc1nccs1)c1nc[nH]c1C(=O)N1CCc2ccccc2C1,i,39
COc1ccc(NC(=O)CCCN2C(=O)C(c3ccccc3)Oc3cccnc32)c(OC)c1 (stereo unspecified),i,6
O=C(C1=COCCO1)N1CCN(S(=O)(=O)c2cccc(Br)c2)CC1,i,21
COc1ccc(CN2C[C@H](Cc3ccccc3)[C@@H](CC(=O)Nc3ccccc3)C2=O)cc1,i,18
COc1ccc(OC)c(NC(=O)CSc2nc(N3CCOCC3)nc(N3CCOCC3)n2)c1,i,28
Cn1c(=NC(=O)CS(=O)(=O)c2ccc(F)cc2)sc2ccccc21,i,42
C/C(=C/c1ccccc1)C(=O)N1CCN(c2ccc(F)cc2)CC1,i,59
OCCC1CN(C/C=C/c2ccco2)CCN1Cc1ccccc1 (stereo unspecified),i,63
Cc1onc(-c2ccccc2)c1C(=O)N/N=C/c1ccc(O)c([N+](=O)[O-])c1,i,9
COc1cc(NCc2ccccc2)c2ncn(C(C)C)c2c1,i,54
Nn1cnnc1SCC(=O)N1CCc2ccccc2C1,i,21
COc1ccc(N2CCN(C(=O)CCC(=O)N3CCOc4ccc(Cl)cc43)CC2)cc1,i,36

# Not all compounds are listed. The share of hits here may be higher or lower than overall.
